Bioassay records: PubChem BioAssay, University of Kansas High Throughput Screening Laboratory
mHTT-CaM PPI inh – mutant huntingtin-calmodulin interaction inhibitors – biochemical, AlphaScreen, primary screen; P42858; AlphaScreen His-mHTT/GST-CaM binding, luminescence; inhibition, % at 15 µM; actives 3.6% (n = 190,000);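 also: 0% = both proteins with DMSO and 100% = one protein alone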
Pf apPOL inh – Pf-apPOL inhibitors, biochemical, fluorescence; Plasmodium falciparum apicoplast DNA polymerase (apPOL); actives 0.25% (n = 210,000); inhibition, % at 10 µM; Recombinant Pf-apPOL, molecular beacon fluorescence, 1.5 h
* hit, by the source's call; i = inactive; · = no result given; & = joins results of further samples. Rule as the data show it: active = inhibition above about 50%; inactive = the rest.

1. COc1ccccc1N1CCN(c2ncnc3sc(C(=O)O)c(C)c23)CC1
2. COc1ccccc1-c1c(C)oc2c(CN3CCOCC3)c(O)ccc2c1=O
3. O=C(NCC#CCN1CCc2ccccc2C1)c1ccc(Cl)s1
4. CN(C)c1ccc(/C=C2\SC(=O)N(CNc3ccccc3Br)C2=O)cc1
5. Nc1cccn2nc(-c3ccccc3)nc12
6. COc1cc(CN2CCN(S(=O)(=O)c3ccc([N+](=O)[O-])cc3)CC2)cc(OC)c1O
7. C=CCSc1nc2c(c(=O)[nH]1)CCC2
8. COCC(=O)N1CCCC(c2ccnc(-c3ccc(C)cc3)n2)C1 (stereo not drawn)

assay / compound	1	2	3	4	5	6	7	8
mHTT-CaM PPI inh	3	-2	-2	23	0	11	-6	13
Pf apPOL inh	1	-8	1	-2	-4	-5	-3	-9

9. O=S(=O)(Nc1ccc2c(c1)OCO2)c1cc(Cl)ccc1Cl
10. CCCc1cc(=O)[nH]c(SCc2nc3ccccc3[nH]2)n1
11. COc1ccc(C2=NN(C(=O)CCC(=O)O)C(c3ccc(Cl)cc3Cl)C2)cc1 (stereo not drawn)
12. CCN1CCN(c2nc(-c3ccc([N+](=O)[O-])cc3)nc3ccccc23)CC1
13. COc1ccccc1N1CCN(S(=O)(=O)c2ccc(-c3ccccc3)cc2)CC1
14. COc1ccc2c(c1)OCC/C2=N\OC(=O)c1ccc(Oc2ccccc2)cc1
15. Cc1c(C(N)=O)nnn1-c1ccc(F)cc1
16. Cc1cc(CN2CCC(CNS(=O)(=O)c3ccc(C)s3)CC2)c(C)o1

assay / compound	9	10	11	12	13	14	15	16
mHTT-CaM PPI inh	12	6	16	9	0	i	-8	4
Pf apPOL inh	-1	-3	-10	-8	-4	-3	-1	-4

17. CN(C)C(=O)c1[nH]c2ccccc2c1N1CCCC1=O
18. CCS(=O)(=O)Nc1ccc(C2(C(=O)NCC(C)C)CCCCC2)cc1
19. O=C(CS(=O)(=O)c1cccc2nsnc12)Nc1ccc(F)c(Cl)c1
20. O=C(c1cn(-c2ccc(Cl)cc2)c(=O)c2ccccc12)N1CCCc2ccccc21
21. CCOC(=O)CSc1nnc(OCC)n1-c1ccccc1
22. Cc1cc(C(=O)NCc2cc(-c3cc4ccccc4o3)on2)c(C)o1
23. Cc1ccc(NC(=O)CCC(=O)N2CCCn3nc(C)cc32)c(Cl)c1
24. COC(=O)c1cccc(NC(=O)N2CCC(c3nc(C(=O)N(C)C)c(C)o3)CC2)c1

assay / compound	17	18	19	20	21	22	23	24
mHTT-CaM PPI inh	-5	-5	8	10	·	9	0	-2
Pf apPOL inh	-2	-1	-2	2	-16	-3	0	9

25. Cc1ccc(C(=O)N=c2sc(C)c(C)n2Cc2ccc(C(=O)N(C)C)cc2)cc1
26. O=C(Nc1ccc(Cl)cc1)c1cc(Br)ccc1Cl
27. CC(C)c1nnc2n1CCN(C(=O)c1ccc3ncccc3c1)C2
28. COc1ccc(Nc2ncnc3c2cnn3-c2ccccc2C)cc1OC
29. CCNCc1nc2c(N)nc3ccccc3c2n1CC(C)(C)O
30. CC(C)CNC(=O)c1ccc(NC(=O)c2ccccc2I)cc1
31. COc1ccc(C2CCCN2C(=O)c2ccn(C)n2)cc1 (stereo not drawn)
32. Cc1cccc(-c2cnc(N3CCC(C(=O)Nc4ccccc4)CC3)nc2)c1

assay / compound	25	26	27	28	29	30	31	32
mHTT-CaM PPI inh	4	-30	-4	8	·	0	0	-12
Pf apPOL inh	-6	2	-3	-7	19	-7	-3	1

33. CCc1noc(-c2cccnc2N2CCCN(Cc3ccc(F)cc3)CC2)n1
34. CCOc1ccc(NC(=O)CCC2CCN(c3cc(NC4CC4)ncn3)CC2)cc1
35. c1ccc(CNn2cnnc2)cc1
36. O=C(c1ccc(Br)o1)N1CCc2nc(-c3ccccc3)ncc2C1
37. CCN1CCN(CCNC(=O)CCC(=O)N2CC3CCCN3c3ccccc32)CC1 (stereo not drawn)
38. CC1CCc2c(sc(NC(=O)c3cncc(Br)c3)c2C#N)C1 (stereo not drawn)
39. CS(=O)(=O)N1CCN(C(=O)c2cc(-c3ccc4c(c3)OCO4)n[nH]2)CC1
40. O=C1c2ccc(Oc3ccc4c(c3)C(=O)N(c3ncccn3)C4=O)cc2C(=O)N1c1ncccn1

assay / compound	33	34	35	36	37	38	39	40
mHTT-CaM PPI inh	-11	-2	-9	32	26	1	-8	-4
Pf apPOL inh	0	-4	-6	2	-6	-2	0	4

41. COc1ccccc1C(=O)Nc1ccc(-c2nc3ncccc3o2)cc1
42. CC(C)NC(=O)c1ccn2c(-c3ccccc3Br)nnc2c1
43. Oc1ccc(-c2cc(C(F)(F)C(F)F)on2)cc1
44. CC1Cc2nc(SCC(=O)Nc3ccccc3F)n(C)c(=O)c2S1 (stereo not drawn)
45. Cc1cccc(C(=O)N2CCc3ccc(CNS(C)(=O)=O)cc32)c1
46. O=c1[nH]c(SCc2ccccc2)nnc1-c1ccccc1
47. CCNC(=O)C1CC(c2ccc(OC)c(OC)c2)CN(C(C)=O)C1 (stereo not drawn)
48. COc1ccc(-c2nc3cccnc3n2C2CCN(C(=O)c3ccc(F)cc3F)C2)cc1 (stereo not drawn)

assay / compound	41	42	43	44	45	46	47	48
mHTT-CaM PPI inh	25	3	-10	4	-4	-3	1	21
Pf apPOL inh	6	-2	·	-5	-4	-5	-2	6

49. COC(=O)c1ccc(C=CC(=O)c2ccco2)cc1
50. Cc1ccc(N2C(=O)NC(=O)/C(=C\c3ccc([N+](=O)[O-])s3)C2=O)cc1
51. c1csc(-c2nc3ncccn3c2NC2CCCC2)c1
52. O=C(Nc1ncc(Cc2cccc(C(F)(F)F)c2)s1)c1cccc([N+](=O)[O-])c1
53. Cc1cccc(CC(=O)N2CCc3c(nc4cc[nH]n4c3=O)C2)c1
54. Cn1c2ccccc2c2nnc(SCC(=O)N=C3NC(=O)CS3)nc21
55. CCC(=O)N1CCCn2nc(-c3ccncc3)cc2C1
56. CC(=O)c1cccc(NC(=O)CN2CCC(c3nc(-c4cccc(F)c4)no3)CC2)c1

assay / compound	49	50	51	52	53	54	55	56
mHTT-CaM PPI inh	1	18	2	6	2	-1	-3	9
Pf apPOL inh	-6	-2	-5	12	2	6	0	-6

57. Cc1ccc(S(=O)(=O)N2CCCC2c2nc(-c3cccc(F)c3)no2)cc1Cl (stereo not drawn)
58. Cn1cccc(C(=O)Nc2ccc3c(c2)CN(C(=O)c2ccco2)CC3)c1=O
59. COc1cccc2cc(NC(=O)/C=C/c3ccc(Cl)cc3)c(=O)oc12
60. O=C(c1ccco1)N1N=C(c2ccc(Br)cc2)CC1(O)C(F)(F)F (stereo not drawn)
61. CC(C)NC(=O)CC1CCN(C(=O)c2ccccc2)CC1
62. Cc1nc(C)c(C(=O)NNC(=O)c2ccc(Cl)cc2)s1
63. Cc1ccc(Cl)cc1NC(=O)CC1COc2ccccc2NC1=O (stereo not drawn)
64. COc1cccc(C2CC(c3ccc(C)cc3)n3ncnc3N2)c1 (stereo not drawn)

assay / compound	57	58	59	60	61	62	63	64
mHTT-CaM PPI inh	-11	4	0	-1	-6	·	-7	1
Pf apPOL inh	-4	-10	2	-4	4	1	-1	-2

Looked up by structure from above, 3 records:
57. Cc1ccc(S(=O)(=O)N2CCCC2c2nc(-c3cccc(F)c3)no2)cc1Cl (stereo not drawn)
59. COc1cccc2cc(NC(=O)/C=C/c3ccc(Cl)cc3)c(=O)oc12
60. O=C(c1ccco1)N1N=C(c2ccc(Br)cc2)CC1(O)C(F)(F)F (stereo not drawn)

assay / compound	57	59	60
mHTT-CaM PPI inh	-11	0	-1
Pf apPOL inh	-4	2	-4

New compounds follow:
65. COc1ccc(N2CCN(C(=O)c3cc(C)on3)CC2)cc1
66. COc1cc(OC)c(C2C3=C(CC(C)(C)CC3=O)Nc3ncnn32)cc1OC (stereo not drawn)
67. O=C(Nc1ncn[nH]1)c1ccc(Cl)c([N+](=O)[O-])c1
68. CCC(C)c1ccccc1OCCn1ccnc1 (stereo not drawn)
69. O=S(=O)(c1cccc2c(I)cccc12)N1CCCNCC1
70. CC(=O)Nc1ccc(-c2noc(C3CCN(C(=O)c4ccoc4)CC3)n2)cc1
71. CCOc1ccc(Nc2nc(-c3sc(NC(C)=O)nc3C)cs2)cc1
72. CN(C)c1ccc(/C=C(\C#N)c2nc3ccccc3[nH]2)cc1

assay / compound	65	66	67	68	69	70	71	72
mHTT-CaM PPI inh	0	2	3	9	·	0	64*	11
Pf apPOL inh	-6	-1	4	-5	-15	-7	8	-4

73. CC1(C)CNC(=O)CC(C)(C)N1
74. S=c1[nH]nc(-c2ccncc2)n1/N=C/c1cccnc1
75. C#CC(C)(CC)OCC(O)CN1C(C)(C)CC(O)CC1(C)C (stereo not drawn)
76. CCOc1cc(C(=O)Nc2ccc(I)cc2C)cc(OCC)c1OCC
77. Cc1ccc(C(=O)N2CCN(c3nnc4cccc(C)n34)CC2)s1
78. Cc1cc(F)ccc1N1C=C(C#N)S(=O)(=O)c2ccc(F)cc21
79. CCCCC(=O)NC(c1cccs1)c1cc([N+](=O)[O-])c2cccnc2c1O (stereo not drawn)
80. COc1ccc(CC(=O)Nc2cccc(-c3nc4ncccc4o3)c2)cc1OC

assay / compound	73	74	75	76	77	78	79	80
mHTT-CaM PPI inh	-6	i	0&-11	-4	0	-7	96*	21
Pf apPOL inh	-4	·	2&0	-4	-6	1	9	0

81. COc1ccc(-c2nc3cc(NC(=O)c4ccccc4)ccc3o2)cc1
82. O=C(c1ccc(Br)cc1)N1CCN(c2ccc([N+](=O)[O-])c(N3CCOCC3)c2)CC1
83. CCc1ccccc1NC(=O)Nc1ccc(Oc2ccc(C)nn2)cc1
84. COc1ccc(S(=O)(=O)N(CC(=O)NC2CC3CCC2C3)c2cc(C)cc(C)c2)cc1OC (stereo not drawn)
85. O=C(Nc1cccc([N+](=O)[O-])c1)c1cccc(S(=O)(=O)N2CCCCC2)c1
86. Cc1cc(C(=O)N2CCCC2c2cc(C)on2)no1 (stereo not drawn)
87. Cc1ccc(F)c(NS(=O)(=O)c2cc3n(c2)CCCNC3=O)c1
88. C=CCN1C(=O)N(Cc2ccccc2)c2ccccc2S1(=O)=O

assay / compound	81	82	83	84	85	86	87	88
mHTT-CaM PPI inh	-7	31	-2	-3	12	-6	-4	-38
Pf apPOL inh	16	-1	-3	-7	-3	0	9	-5

89. COc1ccc(-c2cn3c4c(=O)n(C)c(=O)n(C)c4nc3n2Cc2ccccn2)cc1
90. Cc1cc(C)n2nc(SCC(=O)Nc3cccc(Cl)c3C)nc2n1
91. COc1cccc(C2C(C#N)=C(N)OC3=C2C(=O)CC(c2ccccc2)C3)c1 (stereo not drawn)
92. CCC(C)NCC(O)COc1ccccc1C(C)CC (stereo not drawn)
93. Cc1ccc2nc(N3CCC(C(=O)NCc4ccccc4Cl)CC3)[nH]c2c1
94. CCOC(=O)C1(c2csc(N)n2)COC(=O)C1 (stereo not drawn)
95. Clc1ccc(C2C=C(c3ccc(Br)cc3)Nc3ncnn32)cc1 (stereo not drawn)
96. Cc1ccc2nc3c(cc2c1)c(=O)oc1ccccc13
97. O=C(Nc1ccc2c(c1)N(S(=O)(=O)c1ccccc1)CCC2)c1ccccc1[N+](=O)[O-]

assay / compound	89	90	91	92	93	94	95	96	97
mHTT-CaM PPI inh	-5	7	16	-6	-4	-4	-7	·	-1
Pf apPOL inh	-2	-7	-5	-9	-17	·	-8	-2	-3

Copied from above: entries 89 to 93
89. COc1ccc(-c2cn3c4c(=O)n(C)c(=O)n(C)c4nc3n2Cc2ccccn2)cc1
90. Cc1cc(C)n2nc(SCC(=O)Nc3cccc(Cl)c3C)nc2n1
91. COc1cccc(C2C(C#N)=C(N)OC3=C2C(=O)CC(c2ccccc2)C3)c1 (stereo not drawn)
92. CCC(C)NCC(O)COc1ccccc1C(C)CC (stereo not drawn)
93. Cc1ccc2nc(N3CCC(C(=O)NCc4ccccc4Cl)CC3)[nH]c2c1

assay / compound	89	90	91	92	93
mHTT-CaM PPI inh	-5	7	16	-6	-4
Pf apPOL inh	-2	-7	-5	-9	-17

One compound at a time, as listed above.
CCC(=O)N1CCCn2nc(-c3ccncc3)cc2C1 is listed as mHTT-CaM PPI inh: -3; Pf apPOL inh: 0
CN(C)C(=O)c1[nH]c2ccccc2c1N1CCCC1=O is listed as mHTT-CaM PPI inh: -5; Pf apPOL inh: -2
Cc1ccc(N2C(=O)NC(=O)/C(=C\c3ccc([N+](=O)[O-])s3)C2=O)cc1 is listed as mHTT-CaM PPI inh: 18; Pf apPOL inh: -2

Not a hit list; about 3.6% have a hit in one of these screens.
